TRPV1 ag – HTS Assay for Compounds that Act as Agonists of the Vanilloid Receptor 1; Transient receptor potential cation channel subfamily V member 1 (Homo sapiens), Q8NER1; TRPV1-expressing cells, Fluo-8 calcium influx, agonist mode; activation, % at 8.33 µM; actives 0.19% (n = 320,000); in the data active = activation above about 80%; inconclusive = between about 30% and that limit; note: 0% is about no effect
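Cells expressing TRPV1 were dye-loaded with Fluo-8 and read kinetically: 10 s baseline, 3 min after compound (agonist portion), then 2 min after EC20 capsaicin (allosteric enhancer portion). Calcium-bound dye fluorescence at 480/520 nm.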
CXXC DNA block – qHTS Fluorescence Polarization Assay for Inhibitors of MLL CXXC domain - DNA interaction | Histone-lysine N-methyltransferase 2A (Homo sapiens), Q03164 | actives 0.037% (n = 290,000) | MLL-CXXC / FITC-HOXA9 DNA fluorescence polarization | Potency, µM (top dose mostly 115 µM), without a hit: top-dose activity change, negative = inhibition, hits mostly inhibitors; active = well fitted inhibition curve with a large enough effect in the polarisation, with a control signal flat, not every such curve was filed as active; inconclusive = small, poorly fitted or top-dose-only effect, or effect the other way, or a change in a side signal; inactive = no such curve, though single readings can be large or run the other way; the % refers to the polarisation; note: potency is the fitted concentration of half-maximal effect
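Steps: dispense CXXC domain solution (7 uM) → pin compounds or unlabeled HOX-A9 DNA control → 5 min ambient → add FLSN-HOX-A9 solution (50 nM) → spin → 30 min ambient → fluorescence polarization. Tris pH 7.5/NaCl/DTT/BSA buffer.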
AT treatment – qHTS Assay for Identifying a Potential Treatment of Ataxia-Telangiectasia; AID 485349, 2010; Potency, µM (highest dose often 57.5 µM), for the others: at the highest dose activation, most hits filed as activators; […] A-T fibroblasts, KAP-1 phosphorylation AlphaLISA; neocarzinostatin DNA damage 30 min before lysis; actives 0.19% (n = 320,000); note: potency is the fitted concentration of half-maximal effect; % of control where 0% means no effect; nearly all actives have a fitted effect of over 45% in size
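hTERT-immortalized A-T patient fibroblasts ([…]), 500 cells/well in OPTI-MEM, 1% FBS, got compounds for 60 min, then NCS for 30 min at 37C. Lysates were then assayed for phospho-KAP-1 by AlphaLISA (anti-pKAP1 donor, anti-KAP1 acceptor beads), 6 hr at 25C.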
PTAP TSG101 blk – qHTS Assay for Iinhibitors of HIV-1 Budding by Blocking the Interaction of PTAP/TSG101 | Potency, µM (highest dose often 115 µM), for inactives: at the highest dose activity change, negative = inhibition, most hits filed as inhibitors | 340,000 tested, under 10 active | AID 493005, 2010 | Fluorescence polarization, FITC-PTAP peptide / Tsg101 binding; active = well fitted inhibition curve with a large enough effect in the main read-out, with a control signal flat, not every such curve was filed as active; inconclusive = small, poorly fitted or top-dose-only effect, or effect the other way, or a change in a side signal; inactive = no such curve, though single readings can be large or run the other way; note: potency is the fitted concentration of half-maximal effect; % of control where 0% means no effect
Target sequence (Q99816 whole entry, looked up): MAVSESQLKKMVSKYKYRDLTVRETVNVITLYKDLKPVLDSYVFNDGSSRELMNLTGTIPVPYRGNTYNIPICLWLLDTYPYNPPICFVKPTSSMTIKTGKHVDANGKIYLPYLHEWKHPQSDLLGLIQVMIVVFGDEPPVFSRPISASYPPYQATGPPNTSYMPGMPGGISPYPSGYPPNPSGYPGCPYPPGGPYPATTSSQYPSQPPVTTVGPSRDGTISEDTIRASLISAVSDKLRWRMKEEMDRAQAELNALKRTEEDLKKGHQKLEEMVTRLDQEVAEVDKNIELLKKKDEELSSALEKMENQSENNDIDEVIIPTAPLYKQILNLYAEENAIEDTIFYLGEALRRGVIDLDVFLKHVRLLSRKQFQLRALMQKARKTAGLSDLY
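Steps: Tsg101 binding domain dispensed (10 uM final), compounds pinned in DMSO, FITC-labeled PTAP-motif peptide added (50 nM final); after 20 min binding at room temperature, polarization measured.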
TCR activator – Activators of T cell receptors: qHTS campaign. primary human leukocytes, anti-CD3, IL-2 HTRF, 48 h. Potency, µM (titrated, usually from 9.22 µM), for inactives: top-dose activation of IL-2 secretion, usual class: activators. 330,000 tested, under 10 active; note: % of control where 0% means no effect
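Primary human leukocytes incubated 48 hr with anti-CD3 beads plus compound, without co-stimulation. Secreted IL-2 measured by HTRF (europium cryptate/d2 anti-IL-2 pair, 320 nm excitation, 665 nm emission).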
B2AR arrestin – qHTS assay of beta-arrestin-biased ligands of beta2-adrenergic receptor. beta-arrestin recruitment to beta2AR, cell-based reporter. Potency, µM (highest dose often 46.1 µM), inactives show at the highest dose activation, most hits filed as activators. actives 0.02% (n = 330,000). AID 492947, 2010;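 note: potency is the fitted concentration of half-maximal effect; 0% = DMSO controls and full agonism = EC100 isoproterenol or metaproterenol; nearly all actives have a fitted effect of over 65% in size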
Target sequence (P07550 whole entry, looked up): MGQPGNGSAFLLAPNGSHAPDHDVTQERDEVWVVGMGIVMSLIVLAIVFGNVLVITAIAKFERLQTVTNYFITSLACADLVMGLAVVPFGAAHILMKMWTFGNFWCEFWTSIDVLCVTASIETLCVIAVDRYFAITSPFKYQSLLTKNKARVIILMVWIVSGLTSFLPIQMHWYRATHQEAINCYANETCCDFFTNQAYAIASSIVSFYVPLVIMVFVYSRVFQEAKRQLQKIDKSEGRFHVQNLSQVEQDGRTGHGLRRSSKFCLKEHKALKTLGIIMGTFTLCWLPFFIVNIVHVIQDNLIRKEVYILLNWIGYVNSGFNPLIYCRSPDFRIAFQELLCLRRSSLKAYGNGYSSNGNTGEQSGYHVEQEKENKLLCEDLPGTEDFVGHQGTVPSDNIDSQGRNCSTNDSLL
p53 reactivator – qHTS assay for re-activators of p53 using a Luc reporter. H1299 p53-A138V BP100-luciferase reporter, luminescence, 24 h. Potency, µM (doses to about 92.2 µM), without a hit: at the top dose activity change, positive = activation, most hits filed as activators. actives 0.063% (n = 320,000). AID 504706, 2011; note: potency is the fitted concentration of half-maximal effect; % of control where 0% means no effect; nearly all actives have a fitted effect of over 45% in size
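p53-null H1299 cells stably carrying temperature-sensitive p53-A138V and a BP100-luciferase reporter were pinned with compounds (4-point, 1:5 series) and held 24 hrs at 37 deg C. Luminescence was read 10 min after detection reagent.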
ELG1 DNA repair – qHTS screen for small molecules that inhibit ELG1-dependent DNA repair in human embryonic kidney (HEK293T) cells expressing luciferase-tagged ELG1; HEK293T ELG1-luciferase reporter, luminescence, 16 h; DNA damage induced by 5-fluorouridine; Potency, µM (top dose mostly 46.1 µM), for inactives: at the top dose activity change, negative = inhibition, actives largely listed as inhibitors; actives 2.3% (n = 330,000); AID 504467, 2011; note: potency is the fitted concentration of half-maximal effect; % is set by controls: 0 for no effect and ±100 for the full control effect; nearly all actives have a fitted effect of over 55% in size
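Cells (2,000 per well) received 5-fluorouridine plus test compound or DMSO and were incubated 16 hr at 37 °C, 5% CO2. Luciferase activity was read by luminescence 30 min after ONE-Glo addition; signal suppression marked inhibition of damage-induced ELG1 function.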
a7 integrin act – qHTS for Activators of Integrin-Mediated Alleviation for Muscular Dystrophy | alpha7betagal myoblasts, beta-gal FDG fluorescence, 48 h | actives 0.064% (n = 350,000) | Potency, µM (highest dose often 38.3 µM), for the others: top-dose activation, actives largely listed as activators;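 note: potency is the fitted concentration of half-maximal effect; 100% = response of the positive control SU9516; nearly all actives have a fitted effect of over 60% in size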
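Alpha7betagal+/- myoblasts (passage 13) were plated 16-24 hr, then exposed to compounds (1:260 dilution of DMSO stock) for 48 hours at 37C. After MPER lysis, β-galactosidase reporter activity was read as FDG fluorescence (ex 480/em 540) after 30 minutes.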
BRCA1 expr act – qHTS Assay to Identify Small Molecule Activators of BRCA1 Expression; actives 1.1% (n = 380,000); MCF7-BRCA1-FFLuc reporter, luminescence, 48 h; response scale: scaled: vehicle 0%, 10 µM genistein 100%; Potency, µM (series often up to 46.1 µM), for inactives: at the top dose activation, usual class: activators; note: potency is the fitted concentration of half-maximal effect; nearly all actives have a fitted effect of over 80% in size; some results filed as inactive show a strong effect at the top dose
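48 h compound treatment of MCF7-BRCA1-FFLuc cells (phenol-red free MEM, 37 °C), then 15 min with luciferase substrate and luminescence imaging.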
* = called active by the depositor; ? = inconclusive; / = not tested or not shown; & = joins results of further samples; [ ] = dose if it differs, or a comment. Unless noted, calls come from the whole dose curve; as a rule, active = well fitted curve in the direction sought with a large enough effect; inconclusive = small, poorly fitted or top-dose-only effect, or another doubt; inactive = no such curve, though single readings can be large; an effect the other way counts as inactive or inconclusive.

Every second line gives: TRPV1 ag	CXXC DNA block	AT treatment	PTAP TSG101 blk	TCR activator	B2AR arrestin	p53 reactivator	ELG1 DNA repair	a7 integrin act	BRCA1 expr act
COc1cccc(CNC(=O)CCC2CCCN(C(=O)c3ccoc3)C2)c1 (configuration not stated)
 : 2	-8%	1%	-13%	5%	0.1%	-2%	6%	28%	-9%
Cc1nnc(SCC2=C(C(=O)O)N3C(=O)C(NC(=O)c4cccc(F)c4F)C3SC2)s1 (configuration not stated)
 : 0	3%	-6%	-2%	-3%	-0.7%	2%	9%	-34%	-3%
CCC(=O)NC(=S)Nc1cccc(NC(=O)c2ccccc2Cl)c1
 : -6	1%	0%	-9%	3%	0.2%	-2%	-15%	3%	-2%
COc1cc2c(cc1OC)C(C)N(C(=O)C1COc3ccccc3O1)CC2 (configuration not stated)
 : 3	1%	5%	-1%	3%	0.0%	-6%	23µM*	-27%	-20%
CC(/C=C/C1[C@H](C)C[C@H](O[C@@H]2O[C@H](CO)[C@@H](O)[C@H](O)[C@H]2O)CC1(C)C)O[C@H]1O[C@H](CO)[C@@H](O)[C@H](O)[C@H]1O (some centres not stated)
 : -4	/	6%	-3%	1%	-0.1%	5%	?	8%	-10%
C#CCOCCOCCOCCNc1nc(N2CCN(C(=O)[C@H](CCCN=C(N)N)n3cc(C(N)[C@@H](C)CC)nn3)CC2)nc(N2CCN(C(=O)[C@H](CCC(=O)O)n3cc([C@@H](N)CCCCN)nn3)CC2)n1 (some centres not stated)
 : /	/	3%	/	-4%	-0.4%	3%	27%	39%	-9%
CN(CC(=O)Nc1nc2ccccc2s1)S(=O)(=O)c1ccc(Cl)cc1
 : 12	-7%	/	-2%	-2%	-0.2%	7%	?	-30%	-4%
COc1ccc(/C=N/N(Cc2ccccc2)c2ccccc2)cc1O
 : 17	13%	?	2%	4%	0.0%	3%	-20%	-35%	-61%
Cc1ccc(SCCC(=O)NNC(=O)c2ccccc2F)cc1
 : /	/	10%	-1%	-8%	-0.4%	10%	15%	-1%	-20%
CN(C)S(=O)(=O)c1cccc(NC(=O)C2Cc3ccccc3CN2C(=O)c2ccco2)c1 (configuration not stated)
 : 8	51%[activator]	4%	1%	4%	0.4%	7%	4%	22%	-1%

Compounds from the list above containing four or more nitrogen atoms, in the order listed:
Every second line gives: TRPV1 ag	CXXC DNA block	AT treatment	PTAP TSG101 blk	TCR activator	B2AR arrestin	p53 reactivator	ELG1 DNA repair	a7 integrin act	BRCA1 expr act
Cc1nnc(SCC2=C(C(=O)O)N3C(=O)C(NC(=O)c4cccc(F)c4F)C3SC2)s1 (configuration not stated)
 : 0	3%	-6%	-2%	-3%	-0.7%	2%	9%	-34%	-3%
C#CCOCCOCCOCCNc1nc(N2CCN(C(=O)[C@H](CCCN=C(N)N)n3cc(C(N)[C@@H](C)CC)nn3)CC2)nc(N2CCN(C(=O)[C@H](CCC(=O)O)n3cc([C@@H](N)CCCCN)nn3)CC2)n1 (some centres not stated)
 : /	/	3%	/	-4%	-0.4%	3%	27%	39%	-9%

(further entries)
Every second line gives: TRPV1 ag	CXXC DNA block	AT treatment	PTAP TSG101 blk	TCR activator	B2AR arrestin	p53 reactivator	ELG1 DNA repair	a7 integrin act	BRCA1 expr act
CCc1cc2c(NC(Cc3c[nH]c4ccccc34)C(=O)O)nc(C)nc2s1 (configuration not stated)
 : 12	-4%	-5%	0%	-6%[46.1 µM]	-0.1%	-9%	?	3%	-21%
CC(C)CC1(C(=O)NCc2cc(F)cc(C(F)(F)F)c2)C=CCN1C(=O)c1ccccc1 (configuration not stated)
 : 16	12%	-1%	0%	-1%	4.2%	0%	-11%	5%	8%
CC1=NN(S(=O)(=O)c2ccc(C)cc2)C(=O)c2ccccc2O1
 : 1	3%	4%	-3%	-2%	0.0%	-5%	?	33%	-2%
COC1C=CC=C(C)C(=O)NC2=CC(=O)C(N)=C(CC(C)CC(OC)C(O)C(C)C=C(C)C1OC(N)=O)C2=O (configuration not stated)
 : /	/	/	-10%	8%	/	/	/	-50%[inhibitor]	?
O=C(COC(=O)CCCCCN=C1NS(=O)(=O)c2ccccc21)Nc1ccc(Cl)c(Cl)c1
 : 3	21%	4%	1%	-4%[46.1 µM]	1.6%	3%	11%	-9%	-15%
COc1ccc(NC(=O)Cc2nnc(SCC(=O)c3ccc(F)cc3)n2C)cc1
 : -2	4%	-5%	0%	0%	-0.2%	-4%	-10%	?	-5%
COc1ccc(S(=O)(=O)N(C)C)cc1NC(=O)CSc1nnc(-c2cccnc2)o1
 : -2	1%	-6%	0%	6%	0.1%	-5%	4%	20%	7%
c1ccc2c(c1)CCCc1cc(NCCN3CCOCC3)nnc1-2
 : 0	/	25%	4%	-5%	-0.6%	1%	16%	/	-9%
O=C(Nc1nnc(-c2ccco2)o1)c1cccc(Cl)c1
 : 0	12%	0%	-1%	3%	0.0%	3%	?	-18%	12%
COc1cc(OC)c2c(-c3ccccc3)cc(=O)oc2c1C(CC(=O)N1CCOCC1)c1ccc(N(C)C)cc1 (configuration not stated)
 : 16	-3%	0%	/	-1%	-0.9%	-5%	?	18%	0%
Cc1ccn2cc(-c3ccc(Br)cc3)nc2c1
 : ?	2%	9%	-5%	2%	-0.9%	3%	?	25%	-17%
Cc1cccc(NC2(C(=O)O)CCCC2)c1
 : /	/	/	-3%	-2%	/	/	/	-24%	-6%
Oc1ccc(Nc2nc(-c3ccccc3F)nc3ccccc23)cc1
 : 6	3%	21%	-7%	3%	0.1%	4%	-3%	-6%	-3%
CCOC(=O)c1c(C)[nH]c(C)c1S(=O)(=O)NCCc1cccs1
 : 2	-2%	0%	-10%	-2%	-0.1%	-5%	14%	21%	-23%
CCCN(CC(=O)Nc1cccc(Br)c1)CC(=O)Nc1ccc(F)c(F)c1F
 : 18	11%	-1%	-3%	1%[46.1 µM]	-0.2%	21%	-21%	-14%	-75%
Cc1cc(NC(=O)CN2C(=O)c3ccccc3C2=O)no1
 : -4	-7%	0%	0%	8%	-0.2%	3%	4%	11%	1%
COc1ccc(CCNC(=O)CSc2nn3c(=O)c(C)nnc3s2)cc1OC
 : -4	0%	-5%	-3%	-122%	-0.5%	13%	14%	?	-37%
COc1ccccc1N(CC(=O)NCCc1ccccc1)C(=O)CCC(=O)Nc1nccs1
 : -4	7%	2%	0%	-7%	0.3%	-2%	-9%	-5%	-20%
CCn1cc(SCC(=O)N2CCOCC2)c2ccccc21
 : -1	4%	3%	-6%	4%	-1.0%	?	?	5%	?
CC(=O)c1n[nH]nc1Nc1nc(C)cc(C)n1
 : -1	2%	-3%	-9%	-3%[46.1 µM]	-0.8%	-12%	1%	-27%	-2%

Reprinted from the part before: 4 entries, followed by the next part.
Every second line gives: TRPV1 ag	CXXC DNA block	AT treatment	PTAP TSG101 blk	TCR activator	B2AR arrestin	p53 reactivator	ELG1 DNA repair	a7 integrin act	BRCA1 expr act
COc1ccc(CCNC(=O)CSc2nn3c(=O)c(C)nnc3s2)cc1OC
 : -4	0%	-5%	-3%	-122%	-0.5%	13%	14%	?	-37%
COc1ccccc1N(CC(=O)NCCc1ccccc1)C(=O)CCC(=O)Nc1nccs1
 : -4	7%	2%	0%	-7%	0.3%	-2%	-9%	-5%	-20%
CCn1cc(SCC(=O)N2CCOCC2)c2ccccc21
 : -1	4%	3%	-6%	4%	-1.0%	?	?	5%	?
CC(=O)c1n[nH]nc1Nc1nc(C)cc(C)n1
 : -1	2%	-3%	-9%	-3%[46.1 µM]	-0.8%	-12%	1%	-27%	-2%
COc1ccc(OC)c(NC(=O)C2CCCN(S(=O)(=O)c3c(C)nn(C)c3C)C2)c1 (configuration not stated)
 : /	/	/	-1%	3%	/	/	/	-14%	0%&7%
Cc1cccc(CC2CC(=O)N(c3ccc(C)cc3Br)C2=O)c1 (configuration not stated)
 : 11	5%	-2%	0%	-9%	-0.7%	/	-13%	-18%	-6%
Cc1ccc(C)c(NC(=O)c2cc(-c3ccccc3)nn2-c2ccccc2)c1
 : -1	1%	0%	-2%	2%[46.1 µM]	-0.7%	1%	?	-16%	-33%
Cc1cc2nnc(SCC(=O)N3CCN(c4ccccc4)CC3)n2c(N)n1
 : -1	-5%	1%	3%	1%	-0.8%	0%	?	13%	-5%
O=C(NC1CCSc2ccccc21)c1cc(S(=O)(=O)N2CCOCC2)ccc1Cl (configuration not stated)
 : 17	/	4%	-3%	4%	-0.1%	1%	-4%	-13%	-10%
CSc1ccc(-c2sc(Nc3ccccc3)n[n+]2-c2ccc(F)cc2)cc1
 : 7	24%	-4%	-7%	2%	-1.1%	/	-8%	26%	-43%

From PubChem
